# hERG rescue: compounds protecting human hERG from proarrhythmic drug block. Q12809. AID 1511. CHO-hERG, FluxOR thallium flux, dofetilide IC70 present. activation (rescue from dofetilide block), less the hit threshold, % at 10 µM. 310,000 compounds, 0.51% hits;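 active = activation above the mean of controls blocked by dofetilide plus 5 SD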;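 also: thallium influx through hERG after potassium depolarization seen as dye fluorescence rise; in these data hits start at about 4.7%; inactives centre near -7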
# RGS4 block: human RGS4 inhibition; HEK293 M3R/RGS4 inducible, Fluo-4 calcium flux; hits give high values; triggered by carbachol at its EC20; B-score at 10 µM; 310,000 compounds, 0.45% hits; AID 463165;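 active = B-score, a plate-corrected calcium signal, over three deviations above library mean, with baseline fluorescence within five deviations of library mean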;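 also: RGS4 expression induced by doxycycline in cells with stable M3 receptor; B-score is computed from the integrated fluorescence ratio over baseline after carbachol; higher B-score means a larger calcium signal and so more RGS4 inhibition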
# Target sequence (P49798 whole entry, looked up): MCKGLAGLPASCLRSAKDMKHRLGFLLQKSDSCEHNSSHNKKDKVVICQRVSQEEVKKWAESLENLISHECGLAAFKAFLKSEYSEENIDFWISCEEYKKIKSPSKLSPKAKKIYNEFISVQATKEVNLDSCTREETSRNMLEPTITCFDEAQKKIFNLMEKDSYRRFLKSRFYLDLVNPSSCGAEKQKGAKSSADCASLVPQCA
# GSK3 alpha inh: inhibitors of human GSK-3 alpha kinase | AID 2650 | 320,000 compounds, 0.1% hits | inhibition, % at 10 µM | ADP-Glo luminescence, 60 min;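 in the data active = inhibition above about 50%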;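 also: GST-tagged GSK-3 alpha with peptide substrate and 25 µM ATP; 0% = DMSO neutral wells and 100% = GW8510 positive control wells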
# KCNQ1 block: human KCNQ1 channel inhibition. CHO-K1 KCNQ1, FluxOR thallium flux fluorescence; hits give high values. 310,000 compounds, 1.3% hits. B-score at 10 µM. P51787. AID 2642;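 active = compounds whose thallium flux B-score, printed positive for inhibition, exceeds three library SD while starting fluorescence stays within three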;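 also: channel opened by potassium depolarization with thallium stimulus after 20 min compound exposure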
# KCNQ1 act: human KCNQ1 channel potentiation or activation; B-score at 10 µM; P51787; CHO-K1 KCNQ1, thallium flux FluxOR fluorescence; hits give high values; AID 2648; 310,000 compounds, 0.35% hits;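 active = fluorescence ratio B-score, a plate-corrected score, at least three library SD, with initial intensity B-score within 5 SD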
#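 Assay system: stable KCNQ1 CHO-K1 line; medium: assay buffer, equal DMSO in all wells; timing: 90 min dye loading and 20 min compound exposure, both at room temperature; technique: kinetic FluxOR thallium fluorescence, 10-s 1-Hz baseline, 110-s post-stimulus read; read-out basis: B score of baseline-normalized fluorescence ratio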
# KCNK3 block: human KCNK3 channel inhibition, primary screen | O14649 | 340,000 compounds, 0.84% hits | B-score at 10 µM | AID 602410 | CHO-KCNK3 thallium flux, FluxOR fluorescence; hits give low values;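 active = B-score under library mean minus 4 SD, starting fluorescence ratio at most library mean plus 5 SD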;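 also: more negative B-score means stronger inhibition of thallium flux through KCNK3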
# Target sequence (O14649 whole entry, looked up): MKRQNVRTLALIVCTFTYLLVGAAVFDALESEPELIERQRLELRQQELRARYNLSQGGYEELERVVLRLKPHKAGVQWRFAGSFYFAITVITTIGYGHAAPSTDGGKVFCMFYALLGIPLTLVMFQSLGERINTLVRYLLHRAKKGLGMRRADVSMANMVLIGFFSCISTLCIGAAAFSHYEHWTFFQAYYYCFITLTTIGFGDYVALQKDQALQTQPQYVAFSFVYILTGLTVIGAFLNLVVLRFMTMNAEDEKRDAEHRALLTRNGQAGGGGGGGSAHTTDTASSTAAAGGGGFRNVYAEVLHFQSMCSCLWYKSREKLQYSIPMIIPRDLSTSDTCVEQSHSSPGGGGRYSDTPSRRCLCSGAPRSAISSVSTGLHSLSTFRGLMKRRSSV
# KCNK9 inh: blocks the human KCNK9 two-pore domain potassium channel. HEK293 KCNK9, FluxOR thallium flux fluorescence; hits give low values. AID 488922. 310,000 compounds, 1.2% hits. B-score at 10 µM;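 active = ratio B-score over 3 SD below the library mean, with starting fluorescence within 5 SD of its mean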;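 also: negative B-score means less thallium flux so channel inhibition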
# GSK3beta inhib: human GSK3beta kinase inhibition | P49841 | GST-GSK3beta kinase, ADP-Glo luminescence, 60 min; hits give low values | activity score (negative = inhibition), % at 10 µM | 300,000 compounds, 0.038% hits | AID 2097;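 active = more than half of replicate wells score below -50%, meaning over 50% inhibition versus plate controls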;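 also: 0% = median DMSO wells and -100% = median GW8510 positive control wells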
# Target sequence (P49841 whole entry, looked up): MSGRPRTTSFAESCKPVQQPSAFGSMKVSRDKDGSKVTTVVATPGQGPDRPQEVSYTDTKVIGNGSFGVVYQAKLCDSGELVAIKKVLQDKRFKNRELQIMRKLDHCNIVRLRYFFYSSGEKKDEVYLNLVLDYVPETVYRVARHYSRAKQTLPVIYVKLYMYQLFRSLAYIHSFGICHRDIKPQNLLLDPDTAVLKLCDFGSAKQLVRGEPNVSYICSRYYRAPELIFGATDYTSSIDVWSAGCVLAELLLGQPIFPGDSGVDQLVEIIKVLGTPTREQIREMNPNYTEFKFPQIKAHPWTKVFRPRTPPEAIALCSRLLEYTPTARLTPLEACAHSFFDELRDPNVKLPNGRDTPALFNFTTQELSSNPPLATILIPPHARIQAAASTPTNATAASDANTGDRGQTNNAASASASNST
#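 Assay system: GST-fused GSK3beta enzyme, cell-free / Medium: Tris pH 7.5 buffer with MgCl2, DTT, BSA, heparin / Also added: peptide substrate plus 25 µM ATP (final) / Compound: 10 µM single point / Timing: kinase reaction with compound 60 min at room temperature / Detection: ADP-Glo luminescence / Benchmarks: DMSO neutral wells and GW8510 at 20 µM as positive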
# PolyA inhibitor: inhibitors of polyadenylation in S. cerevisiae; 300,000 compounds, 0.02% hits; calls only at 12 µM; S. cerevisiae SKY197-pL101 polyadenylation reporter, beta-gal luminescence; efflux-impaired pdr1/pdr3 knockout yeast; score 100 = 6 SD above DMSO;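 active = lowest replicate activity score at least 50, where 100 means six control SD above control mean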;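 also: yeast exposed to compound for 9 h at 30 °C; higher score means more reporter readthrough which indicates perturbed polyadenylation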
# RGS4 act: RGS4 potentiation or activation. B-score at 10 µM. 310,000 compounds, 0.92% hits. HEK293 M3R/inducible RGS4, carbachol calcium flux Fluo4; hits give low values. AID 463111;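 active = B-score of the integrated calcium signal more than 4 SD below the library mean, with starting fluorescence not abnormally high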;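 also: negative B-score means reduced calcium response which marks RGS4 activation or potentiation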
#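 Material: Inducible-RGS4 HEK293 cells carrying M3 receptor; also added: carbachol at ECmax as muscarinic agonist stimulus; incubation: compound preincubation 20 min at room temperature before agonist; signal: Fluo4-AM (2 µM) calcium-flux fluorescence, kinetic read; measure: integrated calcium ratio converted to B score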
# DYRK1A inh: inhibitors of rat Dyrk1A kinase; Q63470; ADP-Glo luminescence, NFATc1 peptide; inhibition, % at 12.5 µM; 310,000 compounds, 0.43% hits; in the data active = inhibition above about 50%;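 also: plate controls were vehicle with enzyme for no effect and no enzyme for full effect; many of its hits are not listed in these tables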
# * = called active by the depositor; i = inactive; nt = no result given.
SMILES,hERG rescue,RGS4 block,GSK3 alpha inh,KCNQ1 block,KCNQ1 act,KCNK3 block,KCNK9 inh,GSK3beta inhib,PolyA inhibitor,RGS4 act,DYRK1A inh
Cc1cccc(NC(=O)CN2C(=O)N/C(=C/c3cc(C)n(C(C)C)c3C)C2=O)c1,0,i,0,i,i,i,i,-2,i,i,nt
O=C(NC1CCCCC1)C1CCCN(S(=O)(=O)c2cnc[nH]2)C1 (configuration not stated),-4,i,0,i,i,i,i,2,i,i,7
Nc1c(C(=O)Nc2cccc(C(=O)O)c2)sc2nc3c(cc12)CCCC3,-3,i,-1,i,i,i,i,9,i,i,8
O=C(CCSc1ccc(Cl)cc1)NC12CC3CC(CC(C3)C1)C2,-11,i,-1,i,i,i,i,1,i,i,-1
CCN1CCN(c2ccc(S(=O)(=O)N3CCOCC3)cc2NC(=O)/C=C/c2ccc(OC)cc2OC)CC1,-17,i,-1,i,i,i,i,-1,i,i,7
CCN(CC)CCN(Cc1cc2cc3c(cc2[nH]c1=O)OCO3)C(=S)NCC(C)C,-4,i,-1,i,i,i,i,2,i,i,nt
O=C(NCC1CCCO1)C1CC(c2ccc(Cl)c(Cl)c2)=NO1 (configuration not stated),-6,i,-1,i,i,i,i,1,i,i,1
O=C(NCCc1ccc2c(c1)OCCO2)c1ccccn1,-8,i,-1,i,i,i,i,1,i,i,5
Cc1ccc(C(=O)N(CCC2=CCCCC2)c2c(N)n(Cc3ccccc3)c(=O)[nH]c2=O)o1,-9,i,-2,i,i,i,i,-2,i,i,9
CC12CN3CC(C)(CN(C1)C3c1ccc(Br)cc1)C2=O (configuration not stated),0,i,-5,i,i,i,i,0,i,i,-5
O=C(CSc1ccccc1)N1CCCC(N2CCN(c3ccc(F)cc3)CC2)C1 (configuration not stated),-13,i,2,i,i,i,i,0,i,i,-3
O=C(N/N=C/c1cccc2nccnc12)c1ccncc1,-9,i,10,i,i,i,i,0,i,-8.3*,nt

# Next part, overlapping the part above by 3 compounds.
SMILES,hERG rescue,RGS4 block,GSK3 alpha inh,KCNQ1 block,KCNQ1 act,KCNK3 block,KCNK9 inh,GSK3beta inhib,PolyA inhibitor,RGS4 act,DYRK1A inh
CC12CN3CC(C)(CN(C1)C3c1ccc(Br)cc1)C2=O (configuration not stated),0,i,-5,i,i,i,i,0,i,i,-5
O=C(CSc1ccccc1)N1CCCC(N2CCN(c3ccc(F)cc3)CC2)C1 (configuration not stated),-13,i,2,i,i,i,i,0,i,i,-3
O=C(N/N=C/c1cccc2nccnc12)c1ccncc1,-9,i,10,i,i,i,i,0,i,-8.3*,nt
CC1(N2CCCCC2)C(=O)c2ccccc2C1=O,-2,i,-1,i,i,i,i,0,i,i,-5
COc1ccc(Cl)cc1NC(=S)N1CCN(c2ccccn2)CC1,-6,i,nt,i,i,i,i,-2,i,i,-6
CN1C(=O)/C(=C\c2ccco2)N=C1c1ccc(Cl)cc1Cl,-3,i,-3,i,i,i,i,1,i,i,11
COc1ccc(NC(=O)NCCCN2CCC(Cc3ccccc3)CC2)cc1,-16,i,7,i,i,i,i,-1,i,i,30
CCC1CCCCN1CCCNC(=O)c1cn(C)c2ccc(S(=O)(=O)N(C)C3CCCCC3)cc2c1=O (configuration not stated),-7,i,2,i,i,i,i,0,i,i,1
CC(=O)c1ccc(NC(=O)C(C)OC(=O)C2CCN(c3ccc(C(F)(F)F)cn3)CC2)cc1 (configuration not stated),-17,i,1,i,i,i,i,-1,i,i,-4
COc1cc(/C=C2\SC(=O)N(c3ccc(O)cc3)C2=O)cc(OC)c1OC,-3,i,-1,i,i,i,i,0,i,i,-1
Cn1cccc1C(=O)NC(=O)COC(=O)CNC(=O)CNC(=O)c1ccc(Cl)cc1Cl,-10,i,-1,i,i,i,i,-3,i,i,-1
O=C(NC1CCCCC1)c1ccccc1C(F)(F)F,-18,i,-5,i,i,i,i,-1,i,i,-8
CCOC(=O)c1c(C2CC2)csc1NC(=O)COC(=O)c1ccc[n+]([O-])c1,-7,i,0,i,i,i,i,-1,i,i,10
COc1ccccc1CNC(=O)Cn1c(=O)oc2cc(S(=O)(=O)N3CCCC3)ccc21,-8,i,5,i,i,i,i,2,i,i,-2
CCOc1ccc(C(=O)COC(=O)Cc2n[nH]c(=O)c3ccccc23)cc1,-9,i,-3,i,i,i,i,0,i,i,-9
COc1ccccc1CC(=O)NNC(=O)c1ccc(C(C)(C)C)cc1,-6,i,-2,i,i,i,i,3,i,i,5
CN(CCCOc1ccccc1F)Cc1ccccc1,-7,i,-2,i,i,i,i,3,i,i,4
CCN1CCN(c2nnc(-c3ccccc3)c3ccccc23)CC1,-3,i,0,i,i,i,i,0,i,i,11
CCC1CCCCN1CCCNC(=O)Cn1c2ccccc2c2nc(=O)cc(C)n21 (configuration not stated),-2,i,-1,i,i,i,i,2,i,i,-6
NC(=S)c1cc2cc(Cl)ccc2oc1=O,-6,i,-1,i,i,i,i,2,i,i,nt
O=C(NCCc1ccccc1)c1ccncc1,-5,i,nt,i,i,nt,i,-1,i,i,nt
CCc1nn(CC(=O)NCCCN2CCc3ccccc3C2)c(=O)c2cc3sccc3n12,-10,i,-2,i,i,i,i,1,i,i,16
CCOC(=O)c1sc(NC(=O)c2ccc3ncsc3c2)nc1C,-7,i,-1,i,i,i,i,-3,i,i,0
Cc1cccc(NCc2nnc(-c3ccccc3)o2)c1C,-1,i,2,i,i,i,i,-1,i,i,0
COCCNC(=O)C(c1ccc(Cl)cc1)N(CCOC)C(=O)CCC(=O)Nc1ccccn1 (configuration not stated),-4,i,0,i,i,i,i,-1,i,i,-4
Cn1c(=O)[nH]c(=O)c2c1nc(N1CCNCC1)n2Cc1ccccc1Cl,2,i,-1,i,i,i,i,-3,i,i,nt
COc1ccc(Cl)cc1NC(=O)CN(C)Cc1ccc(OC)c(OC)c1,0,i,0,i,i,i,i,-1,i,i,-6
Cc1ccc(S(=O)(=O)Nc2ccc(Cl)cc2C(=O)c2ccc(F)cc2)cc1,-3,i,-1,i,i,i,i,3,i,i,-5
CN(C)S(=O)(=O)c1ccc(Cl)c(NC(=O)COC(=O)CC(NC(N)=O)c2ccc(Cl)cc2)c1 (configuration not stated),-16,i,-1,i,i,i,i,-1,i,i,-6
O=C(CC(c1ccccc1)c1ccccc1)OCn1nnc2ccccc2c1=O,-12,i,-3,i,i,i,i,-1,i,i,-4
O=C(N/N=C/c1cnc(N2CCCCC2)s1)c1ccc(Cl)cc1,-17,i,-2,i,i,i,i,2,i,i,16
CC1Cc2nc(SCC(=O)Nc3ccccc3F)n(C)c(=O)c2S1 (configuration not stated),-5,i,-2,i,i,i,i,0,nt,i,6
Cc1cccc(CCNC(=O)Cc2ccc(NC3=NC4CS(=O)(=O)CC4S3)cc2)c1 (configuration not stated),-4,i,1,i,i,i,i,2,i,i,1
COC(=O)CNC(=O)c1cccc(F)c1,-8,i,-1,i,i,i,i,1,i,i,-1
Cc1ccsc1/C=C(/C#N)C(=O)NCc1ccccc1,-12,i,nt,i,i,i,i,-2,i,i,-1
Cc1cc(C)c(C)c(S(=O)(=O)N2CCN(C(=O)CCC(=O)N3CCOCC3)CC2)c1C,-5,i,-2,i,i,i,i,3,i,i,2
COCC(=O)Oc1c(S(=O)(=O)c2ccc(C)cc2)c(C)nn1-c1ccccc1,-6,i,nt,i,i,i,i,2,i,i,-3
O=C(COC(=O)C1=COCCO1)Nc1ccc(OC(F)F)cc1,-3,i,-2,i,i,i,i,1,i,i,nt
O=c1[nH]c(SCc2ccccc2)nnc1-c1ccccc1,-9,i,-6,i,i,i,i,-2,i,i,1
CC(=O)Nc1ccc(S(=O)(=O)N=S(C)C)cc1,nt,nt,-1,nt,nt,i,nt,-4,i,nt,7
COc1ccc(-c2ccc(-c3noc(-c4ccco4)n3)c(OC)n2)cc1,-5,i,-3,i,i,i,i,1,i,i,-5
COc1ccc(C2C3=C(CC(C)(C)CC3=O)Oc3ncn(Cc4ccco4)c(=N)c32)cc1 (configuration not stated),-8,i,2,i,i,i,i,2,i,i,-9
CNC(=S)N1C2CCC1CC(NC(=O)NC13CC4CC(CC(C4)C1)C3)C2 (configuration not stated),-7,i,-3,i,i,i,i,2,i,i,-3
COc1cc(OC)cc(C(=O)Nc2ccccc2C(=O)NCc2cccnc2)c1,-6,i,0,i,i,i,i,-1,i,i,0
S=C(Nc1ccc2c(c1)OCCO2)Nc1ccc2c(c1)OCO2,-16,i,-1,i,i,i,i,-1,i,i,2
Cc1cc(C)c(S(=O)(=O)N2CCN(C(=O)N(C)C)CC2)c(C)c1,-15,i,0,i,i,i,i,1,i,i,-3
O=C(C[n+]1ccccc1)N/N=C/c1ccco1,0,i,-2,i,i,i,i,2,i,i,-4
O=C(COc1ccc(S(=O)(=O)N2CCCC2)cc1)NCCC1=CCCCC1,-8,i,1,i,i,i,i,-1,i,i,-1
CCC1(CC)C(=O)C2=C3C1[C@H](C(=O)OC)C=C(C(=O)OC)C[C@H]3[C@H]1C(=O)NC(=O)[C@H]1[C@H]2C (some centres not stated),-2,i,1,i,i,i,i,-1,i,i,0
COc1ccc(N(C)S(=O)(=O)c2cccc(C(=O)NC3CCCCCC3)c2)cc1,-15,i,0,i,i,i,i,4,i,i,-5
CCc1ccccc1NS(=O)(=O)c1ccc(SC)cc1,-8,i,-1,i,i,i,i,-3,i,i,12
COc1ccc(CNC(=O)CSc2nnc(C(F)(F)F)n2C)cc1,-5,i,-1,i,i,i,i,-5,i,i,-5
S=C1CCSc2ccc(Cl)cc2N1,0,i,nt,i,i,i,i,1,i,i,-7
NC(=O)c1ccc(-n2nnnc2SCC(=O)Nc2ccc(N3CCOCC3)c(Cl)c2)cc1,-4,i,-3,i,i,i,i,0,i,i,-5
CCn1c(N)c(C(=O)NCCCOC)sc1=S,-5,i,16,i,i,i,i,-3,i,i,4
C=CCn1c(C)cc(C(=O)CSc2ccc(NC(C)=O)cc2)c1C,-9,i,0,i,i,i,i,-6,i,i,13

# This is a subset, so the mix of outcomes need not match the whole.
